Ecoli viability: bacterial growth inhibition, counter-screen for AddAB inhibitors. E. coli V3065 growth, OD600 absorbance, 18 h. inhibition, % at 11.9 µM. actives 0.27% (n = 330,000);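 active = inhibition above the campaign's mean inhibition across all tested compounds plus 3 SD, cut at about 9.9% in these data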;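 also: uninfected addAB+ strain grown without phage in ampicillin broth; 0% = DMSO wells and 100% = ciprofloxacin 0.95 µg/ml wells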
PKA-R1A act: PKA-R1A complex activation; P00514+P68181; PKA-R1A dissociation, Cy5-IP20 fluorescence polarization; scaled: DMSO 0%, 113 µM cGMP 100%; activation, % at 11.4 µM; actives 0.083% (n = 340,000);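 active = percent activation above the mean of all tested compounds plus 3 SD, cut at about 19% in these data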;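 also: higher means more PKAc released from R1A so a rise in polarization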
Tat export inh: inhibitors of E. coli Tat protein transport; E. coli MC4100 TorA-mCherry Tat export, fluorescence; inhibition, % at 10 µM; actives 0.036% (n = 340,000);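 active = mean replicate inhibition at least 50% and at least half of replicates individually reaching 50%; inconclusive = only one of the two criteria met; inactive = neither criterion met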;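 also: exported cargo escapes ClpAP degradation while cytoplasmic cargo is degraded and loses fluorescence; 0% = median of neutral control wells and 100% = median of NaSCN control wells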
SUMO Mot1 rescue: SUMOylation pathway inhibition by Mot1-301 growth rescue | S. cerevisiae Mot1-301 growth rescue, ATP luminescence, 38.5C; percent above DMSO median, 100 means doubled | growth rescue, % at 18.8 µM | actives 1% (n = 320,000);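 active = every valid replicate shows activation above 250% relative to neutral control wells; inactive = the rest, any valid replicate at or below 250%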;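 also: OY570 slx delta 5 strain wells were the positive control but not used for scaling; some compounds called inactive have numbers as strong as hits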
phage Ecoli inh: E. coli growth loss with phage present; growth absorbance; inhibition, % at 11.9 µM; actives 0.26% (n = 360,000); in the data active = inhibition above about 11%
HTR5A inv ag: inverse agonist of human HTR5A in OPRM1-OPRD1 counter-screen. AID 504634. inhibition, % at 9.3 µM. HTR5A cell line, luminescence, inverse agonism. P47898. actives 0.083% (n = 340,000); in the data active = inhibition mostly above about 23%, no sharp cut-off; inactive = mostly below about 18%;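 also: 0% = cells with DMSO and 100% = no-cell wells with DMSO; some compounds called inactive have numbers as strong as hits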
Target sequence (P47898 whole entry, looked up): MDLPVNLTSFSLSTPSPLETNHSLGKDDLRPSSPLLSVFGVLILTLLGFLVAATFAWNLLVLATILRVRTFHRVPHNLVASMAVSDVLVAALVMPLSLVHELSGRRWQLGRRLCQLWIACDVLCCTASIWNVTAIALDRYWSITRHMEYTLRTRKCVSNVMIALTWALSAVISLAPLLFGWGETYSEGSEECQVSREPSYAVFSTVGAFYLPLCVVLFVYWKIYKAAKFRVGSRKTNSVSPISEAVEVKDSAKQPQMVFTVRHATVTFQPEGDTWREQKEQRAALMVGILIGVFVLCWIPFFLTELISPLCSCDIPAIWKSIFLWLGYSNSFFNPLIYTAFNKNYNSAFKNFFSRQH
DAGLB inh: diacylglycerol lipase beta (human) inhibition; AID 504411; inhibition, % at 5.17 µM; actives 0.059% (n = 340,000); Q8NCG7; HEK293T DAGLB membrane lysate, EnzChek fluorogenic substrate; in the data active = inhibition above about 34%;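 also: 0% = enzyme with vehicle and 100% = wells lacking enzyme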
Target sequence (Q8NCG7 whole entry, looked up): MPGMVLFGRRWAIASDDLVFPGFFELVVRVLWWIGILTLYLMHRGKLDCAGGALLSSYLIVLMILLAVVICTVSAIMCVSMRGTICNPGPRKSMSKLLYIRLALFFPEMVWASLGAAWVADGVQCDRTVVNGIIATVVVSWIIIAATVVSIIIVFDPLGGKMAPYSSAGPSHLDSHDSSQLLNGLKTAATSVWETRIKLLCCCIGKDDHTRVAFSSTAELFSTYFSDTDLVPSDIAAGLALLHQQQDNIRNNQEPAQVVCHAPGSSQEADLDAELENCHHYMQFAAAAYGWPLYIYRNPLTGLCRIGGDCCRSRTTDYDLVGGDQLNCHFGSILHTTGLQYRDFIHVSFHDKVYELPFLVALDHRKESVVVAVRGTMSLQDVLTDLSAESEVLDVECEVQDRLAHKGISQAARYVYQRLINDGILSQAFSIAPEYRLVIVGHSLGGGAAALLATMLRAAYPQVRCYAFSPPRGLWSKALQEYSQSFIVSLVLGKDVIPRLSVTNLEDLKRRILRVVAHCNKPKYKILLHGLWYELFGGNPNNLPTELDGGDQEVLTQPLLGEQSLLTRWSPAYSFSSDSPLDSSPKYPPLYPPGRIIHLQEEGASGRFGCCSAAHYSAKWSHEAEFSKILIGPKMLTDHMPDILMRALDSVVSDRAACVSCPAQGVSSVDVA
AddAB inh: less growth of phage-infected E. coli with AddAB; E. coli expressing H. pylori AddAB, absorbance growth; inhibition, % at 11.9 µM; actives 0.29% (n = 330,000); in the data active = inhibition above about 12%;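 also: 0% = vehicle wells of infected cells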
PKA-R2B act: PKA-R2B complex activation; P22694+P31323; PKA-R2B holoenzyme dissociation, Cy5-IP20 fluorescence polarization; R2B truncated from residue 108, S112A mutant; 0% DMSO only, 100% 113 µM cGMP; activation, % at 11.4 µM; actives 0.079% (n = 340,000);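 active = activation above a cutoff set at the mean over all compounds plus 3 SD, cut at about 18% in these data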;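 also: higher means more holoenzyme dissociation and a rise in polarization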
CDK5 inh: inhibitors of human CDK5/p35 kinase; inhibition, % at 10 µM; Q00535+Q15078; AID 488839; actives 0.01% (n = 330,000); Recombinant CDK5/p35, ADP-Glo luminescence, 60 min;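 active = highest replicate inhibition of at least 50% and at least 75% of replicates reaching 50%; inconclusive = only one of the two criteria met; inactive = both criteria failed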;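 also: plate controls were DMSO neutral control for no effect and GW8510 at 10 µM for full effect; many of its hits are not listed in these tables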
HTR5A ag ctr: activates human HTR5A in OPRM1-OPRD1 agonist counter-screen. P47898. HTR5A agonist assay, luminescence, cell-based. activation, % at 9.3 µM. actives 0.61% (n = 340,000); in the data active = activation mostly above about 9.5%, no sharp cut-off; inactive = mostly below about 7.6%;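 also: 0% = cells with vehicle only and 100% = reference agonist; strong numbers were not always called active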
Starred values were filed as active, the others as inactive; ? = inconclusive; / = no result given; ! = repeats disagree.

SMILES | Ecoli viability | PKA-R1A act | Tat export inh | SUMO Mot1 rescue | phage Ecoli inh | HTR5A inv ag | DAGLB inh | AddAB inh | PKA-R2B act | CDK5 inh | HTR5A ag ctr
CCN1CCN(C(=O)Nc2ccccc2OC)CC1 | 2.2 | -6.0 | 0.5 | 11.1 | -0.1 | -4.8 | -2.9 | 3.8 | 2.5 | -1.0 | 5.3
CCOC(=O)c1sc(C(=O)OCC)c(OCCO)c1OCCO | 0.8 | 0.0 | -2.0 | -2.8 | 1.3 | 5.8 | -2.3 | 3.3 | -4.0 | -0.1 | -2.4
O=C(C1Cc2ccccc2CN1S(=O)(=O)c1ccc(F)cc1)N1CCCCC1 (stereo not drawn) | -1.3 | -7.7 | -8.4 | 146.3 | 2.7 | -3.7 | -3.6 | 1.0 | -1.1 | 2.3 | -1.6
CC1CCN(S(=O)(=O)c2ccc3c(c2)c(=O)c(C(=O)N2CCOCC2)cn3C)CC1 | 0.8 | -4.2 | -1.9 | 16.2 | 4.2 | -0.5 | -0.1 | 1.9 | -3.4 | -0.6 | 2.5
O=C(CCc1ccccc1)NC(=S)Nc1ccc(S(=O)(=O)N2CCOCC2)cc1 | 0.4 | -11.4 | -4.3 | 2.7 | 4.3 | 6.1 | -1.4 | 1.5 | -11.8 | 1.4 | -3.1
Cn1c(CC(=O)Nc2ccccc2)cc2ccccc21 | 1.0 | 1.2 | -0.9 | -15.7 | 3.2 | -5.2 | 0.0 | -0.8 | 5.2 | 0.8 | 1.5
CC(C)(C)SCCNC(=O)COc1ccc(Cl)cc1 | 3.0 | -0.9 | 7.1 | -27.6 | 4.2 | -5.7 | -8.9 | 1.3 | 1.8 | 7.7 | -1.1
CSc1ccccc1NC(=O)COc1ccc(Cl)cc1Cl | 0.5 | -2.5 | -1.8 | 7.2 | 1.5 | -32.5 | -25.8 | 5.8 | -7.2 | 0.0 | 3.7
CCCCn1c(N)c(N(CCOC)C(=O)c2ccc(-n3c(C)ccc3C)cc2)c(=O)[nH]c1=O | 2.4 | -2.7 | -1.2 | 2.5 | 2.2 | -5.8 | -1.5 | -0.2 | -5.5 | 1.5 | 1.9
NC(=O)C1CCN(C(=O)c2ccc(Cl)c(S(=O)(=O)N3CCCCCC3)c2)CC1 | 1.2 | 7.5 | -3.3 | 13.4 | -2.1 | -4.0 | -2.1 | 1.5 | -3.9 | 1.0 | 5.2
CCN(CC)S(=O)(=O)c1ccc(C)c(NC(=O)Cn2c(=O)cnc3ccccc32)c1 | 0.3 | -5.7 | 2.0 | -13.8 | -0.3 | -11.2 | 1.0 | 0.6 | 7.9 | -0.7 | 3.1
C=CCNC(=S)N1CCN(CCNC2=CC(=O)CC(C)(C)C2)CC1 | -2.0 | 2.9 | -1.3 | -10.3 | 0.7 | 1.7 | -0.3 | 0.0 | 3.5 | 2.5 | -0.7
c1ccc(CCNc2nc(-c3ccccn3)nc3ccccc23)cc1 | -2.7 | -10.0 | -9.1 | -8.8 | 2.9 | 6.1 | 5.5 | 2.1 | -7.0 | -5.2 | -7.2
COc1ccc(-c2nnc3ccc(SCC(=O)N4CCCCC4)nn23)cc1OC | 47.7* | 0.3 | 1.6 | 6.4 | 2.2 | -41.2 | -2.4 | 97.3* | -9.6 | 2.1 | 14.7
Cc1nc(C)c(/C(O)=C/c2nc3ccccc3oc2=O)s1 | -4.2 | -7.1 | -1.1 | 14.0 | 0.9 | 2.2 | 0.6 | -0.4 | -4.4 | 3.4 | 2.1
O=CNn1cnc2c(oc3nc(-c4ccccc4)cc(-c4ccco4)c32)c1=O | -0.8 | -1.6 | 0.4 | / | 3.7 | -1.7 | 1.4 | -1.7 | -1.6 | -2.0 | 0.6
CC(=O)c1ccc(C(=O)Nc2ccc(N3CCOCC3)cc2)cc1 | -0.7 | -0.8 | 1.6 | 36.7 | 1.6 | -13.4 | 0.0 | -1.7 | 2.8 | -0.2 | 5.1
CCc1cc2c(C)ccc(C)c2nc1SCC(=O)Nc1c(C)[nH]c(=O)[nH]c1=O | -1.6 | -0.8 | 2.6 | / | 1.6 | 8.9 | 3.8 | -1.0 | -4.2 | -3.6 | 3.1
CC(C)OC(=O)C(C)Nc1ccc(F)c(Cl)c1 (stereo not drawn) | 2.4 | -1.1 | -4.7 | 2.2 | 3.0 | 1.6 | -8.2 | 1.7 | 7.7 | -1.4 | -4.0
COc1cc(C)ccc1OCC(=O)OCC(=O)c1[nH]c(C)c(C(C)=O)c1C | 1.2 | 5.8 | -3.4 | -5.4 | 1.9 | -5.8 | -2.5 | 1.9 | 2.7 | -1.1 | 1.5
Cc1nc(SCc2nc3ccccc3[nH]2)c2oc3ccccc3c2n1 | 0.1 | -5.5 | ? | -13.3 | 4.7 | 3.6 | -5.8 | 2.7 | -1.2 | -0.6 | -1.5
CC(C)n1cc([C@@H]2C[C@H]3CN(Cc4cccc(Cl)c4)C(=O)[C@]34CCCN24)cn1 | 0.6 | -8.0 | -14.4 | 254.2 | 2.3 | 10.0 | -1.8 | 2.2 | -2.7 | 3.1 | -3.5
O=C(O)C1CC(=O)N(c2ccc(OCc3ccc(Cl)cc3Cl)cc2)C1 (stereo not drawn) | -0.2 | 3.8 | 3.9 | -7.7 | 2.9 | 3.1 | 5.3 | -1.7 | 3.0 | 0.8 | 2.7
COc1ccc(/C=C2\SC(=S)N(CC(=O)OCC(=O)Nc3cc(Cl)cc(Cl)c3)C2=O)cc1 | -1.8 | 0.0 | 1.8 | 4.8 | 3.5 | 9.4 | 11.5 | -1.4 | -6.3 | -1.5 | 4.7
CCCCNC(=O)c1onc(CSc2ccc(C(C)C)cc2)c1C(=O)O | -0.1 | -2.8 | -11.7 | 0.5 | 1.9 | -6.5 | 15.3 | 3.6 | -0.5 | -1.8 | 2.2

Exported with values under each structure: two of the compounds above.
Results follow in this order: Ecoli viability	PKA-R1A act	Tat export inh	SUMO Mot1 rescue	phage Ecoli inh	HTR5A inv ag	DAGLB inh	AddAB inh	PKA-R2B act	CDK5 inh	HTR5A ag ctr
Cc1nc(SCc2nc3ccccc3[nH]2)c2oc3ccccc3c2n1
  0.1	-5.5	?	-13.3	4.7	3.6	-5.8	2.7	-1.2	-0.6	-1.5
O=C(C1Cc2ccccc2CN1S(=O)(=O)c1ccc(F)cc1)N1CCCCC1 (stereo not drawn)
  -1.3	-7.7	-8.4	146.3	2.7	-3.7	-3.6	1.0	-1.1	2.3	-1.6

(next part)
SMILES | Ecoli viability | PKA-R1A act | Tat export inh | SUMO Mot1 rescue | phage Ecoli inh | HTR5A inv ag | DAGLB inh | AddAB inh | PKA-R2B act | CDK5 inh | HTR5A ag ctr
CSc1cc(C)[nH]c(=O)n1 | -2.2 | -3.0 | -15.1 | 9.4 | 3.8 | 2.5 | -1.4 | 4.7 | 3.2 | 0.2 | -0.9
CCOC(=O)c1ccc(N2C(=O)C(O)=C(C(C)=O)C2c2ccc([N+](=O)[O-])cc2)cc1 (stereo not drawn) | -1.0 | -12.3 | 3.4 | 37.9 | -1.1 | -15.4 | 12.6 | 1.0 | 5.4 | 0.9 | 4.6
CCN(CC(=O)Nc1c(F)cccc1F)C(=O)c1ccc2c(c1)OCCO2 | 0.1 | -15.0 | -3.2 | 212.8 | 2.4 | -18.6 | -0.5 | 1.2 | -2.4 | 1.0 | 1.4
Cc1cccc(C)c1OCC(=O)N(Cc1ccc(N(C)C)cc1)C1CCS(=O)(=O)C1 (stereo not drawn) | -1.0 | 4.8 | 0.5 | -20.0 | 2.0 | 22.6 | -0.8 | 2.8 | 3.2 | 1.1 | 1.1
Cc1ccc(C)n1NC(=O)c1ccc(Cl)cc1 | -1.0 | 7.8 | 2.1 | / | -0.5 | 4.5 | 2.5 | 1.4 | 1.5 | 0.7 | -2.2
CCOC(=O)c1c(NC(=O)CC)sc(C(C)=O)c1C | -1.9 | -7.2 | 3.3 | 2.8 | 1.8 | 0.4 | -6.8 | 0.1 | 9.0 | -0.4 | -3.3
CCOc1ccc(OCCC(=O)N(CC)CC(=O)Nc2ccccc2C(F)(F)F)cc1 | -0.4 | 4.9 | -9.5 | -7.9 | 4.1 | -30.2 | -1.7 | 5.2 | 3.0 | -0.1 | 10.0
O=C(Nc1cc(-c2ccccc2)nn1-c1ccccc1)c1ccccc1F | 2.1 | -10.2 | 2.7 | -8.1 | 0.4 | -14.0 | -7.6 | 3.9 | 0.1 | -0.6 | 3.8
O=C(N/N=C/c1ccc(-c2cccc([N+](=O)[O-])c2)o1)c1ccccc1O | -1.8 | -16.4 | -0.5 | -5.4 | 6.0 | 4.7 | 4.5 | 2.9 | -8.0 | -2.3 | -5.6
COc1nc(C)nc2c1ccc1ccccc12 | 2.8 | 5.9 | 20.9 | 0.0 | 2.5 | -20.0 | -3.1 | 1.3 | 1.1 | 1.2 | -1.8
NS(=O)(=O)c1cc2c(cc1Cl)NC(C1C[C@H]3C=C[C@@H]1C3)NS2(=O)=O (stereo partly drawn) | -0.9 | -9.8 | 10.1 | 562.8*! | 4.9 | -2.0 | 1.4 | -0.4 | 13.2 | -0.5 | 0.6
CNC(=S)NCc1ccc2[nH]c(C)cc2c1 | 0.2 | -9.1 | -0.9 | 5.4 | 3.5 | -24.6 | 1.4 | -3.6 | 1.1 | 1.0 | 8.9
O=C(/C=C/Nc1ccc(F)cc1)c1ccc(Br)cc1 | 0.5 | -10.3 | -10.3 | 297.3 | 6.4 | 4.9 | -3.2 | -0.7 | -1.7 | 0.0 | -2.0
O=C(NCCc1ccc(Cl)cc1)C1CCC(=O)N1Cc1ccccc1Cl (stereo not drawn) | -0.7 | 0.2 | -3.9 | -11.7 | 1.3 | 5.0 | 1.1 | 0.8 | 6.4 | 0.1 | -1.1
O=C(COc1coc(CN2CCN(c3ccccc3)CC2)cc1=O)Nc1ccc(F)cc1 | 1.6 | -9.3 | 6.9 | / | 1.8 | -16.4 | 1.3 | -1.5 | -11.5 | -0.2 | 4.3
COc1ccc(C(CC(=O)N2CCOCC2)c2c(OC)cc(OC)c3ccc(=O)oc23)cc1 (stereo not drawn) | 1.4 | 3.2 | -15.2 | -5.1 | -1.1 | -19.5 | 0.9 | 2.4 | -4.6 | -0.8 | 6.0
CCOC(=O)C1=NN(c2ccc(Cl)cc2)C(c2ccccc2)CC1=O (stereo not drawn) | 0.6 | -6.7 | -2.1 | -14.4 | 2.4 | -13.8 | 0.9 | 0.2 | 4.8 | 0.6 | 0.5
C=CCOc1ccc(CNc2nn[nH]n2)cc1OC | 2.1 | -10.8 | 4.6 | -20.7 | -0.1 | 14.2 | 0.0 | -3.7 | 2.4 | -0.9 | -5.8
COc1cccc(-c2c(C(=O)N/N=C/c3ccsc3)nnn2-c2nonc2N)c1 | 0.6 | 0.1 | 1.8 | 276.1 | 2.5 | 15.3 | -0.1 | 1.6 | 0.5 | / | -3.8
Cc1ccc(-c2ccc(=O)n(CC(=O)NCCC(C)C)n2)cc1 | 1.7 | -0.3 | -1.4 | 2.8 | 1.4 | -4.8 | -1.8 | -0.9 | -4.3 | 2.2 | 1.4
CCCN(CCC)C(=O)C1CCN(c2cc(C)nc3c(-c4ccc(OC)c(OC)c4)c(C)nn23)CC1 | -1.5 | -13.3 | -1.9 | 3.2 | 1.6 | -22.4 | 3.0 | -0.1 | -8.0 | 1.5 | 8.7

The order is random. Share with any hit: about 2.3%.
